Source: PubChem BioAssay
MrgX1 antag: human MrgX1 receptor antagonism, primary screen | Q96LB2 | MRGX1-HEK293 calcium flux, Fluo-4, BAM8-22 antagonism; hits give low values | B-score at 10 µM | hit rate 1.3% among 310,000 | AID 588676;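 active = calcium-response B-score plate-corrected more than 3 library SD below zero, starting fluorescence within 5 deviations, no agonist response on first addition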;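 note: peak minus trough fluorescence over baseline after final BAM8-22 challenge near maximal dose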
TRPC6 inhibitor: mouse TRPC6 channel inhibition; HEK293-TRPC6, membrane potential dye, ACh-evoked depolarization; hits give low values; B-score at 10 µM; hit rate 1.1% among 310,000;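 active = B-score under library mean minus 3 SD, initial fluorescence not abnormally high, positive integrated signal ratio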;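 note: B-score derived from integrated fluorescence ratio over the kinetic read; more negative B-score means stronger inhibition of depolarization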
RGS4 pot: RGS4 potentiation or activation; HEK293 M3R/inducible RGS4, carbachol calcium flux Fluo4; hits give low values; hit rate 0.92% among 310,000; AID 463111; B-score at 10 µM;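 active = B-score of the integrated calcium signal more than 4 SD below the library mean, with starting fluorescence not abnormally high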;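 note: negative B-score means reduced calcium response which marks RGS4 activation or potentiation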
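Material: Inducible-RGS4 HEK293 cells carrying M3 receptor; also added: carbachol at ECmax as muscarinic agonist stimulus; incubation: compound preincubation 20 min at room temperature before agonist; signal: Fluo4-AM (2 µM) calcium-flux fluorescence, kinetic read; measure: integrated calcium ratio converted to B score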
MrgX1 allo act: allosterically activates human MrgX1 receptor signaling; Q96LB2; MrgX1-HEK293, Fluo-4 calcium flux, FDSS; hits give high values; B-score at 10 µM; hit rate 0.63% among 310,000;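 active = plate-corrected calcium response at least 3 library SD above typical, normal starting fluorescence, not activating the receptor alone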;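 note: compound read alongside a low EC10 to EC30 dose of BAM8-22 agonist; peak minus trough fluorescence over baseline measured at the second addition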
MrgX1 agonist: human MrgX1 receptor agonism, primary screen. Q96LB2. MrgX1-HEK293 cells, Fluo-4 calcium fluorescence, agonist mode; hits give high values. B-score at 10 µM. hit rate 0.44% among 310,000;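 active = calcium response B-score plate-corrected fluorescence ratio at least 3 library SD, with starting fluorescence B-score inside 5 SD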
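times = overnight plating, then 30 min 37 °C plus 30 min room-temperature dye loading | assay system = stable human MrgX1 HEK293 cell line | input = fifteen thousand cells per well | signal = kinetic calcium dye fluorescence, Fluo-4 NW | dosing = compound delivered in addition one of three | read-out = B-scored fluorescence response ratio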
Platelet DG rel: modulates dense granule release in human platelets; human platelet-rich plasma, SFLLRN dense granule ATP release, luminescence; hit rate 0.22% among 300,000; inhibition, %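 (compounds screened at 7.5 µM in platelet-rich plasma)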;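 active = mean replicate score, as percent of positive control, at or above 50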
TRPC4 inh: blocks the mouse TRPC4 cation channel | Q9QUQ5 | HEK293 TRPC4beta/mu-opioid, DAMGO-evoked Fluo4 calcium flux; hits give low values | B-score at 10 µM | hit rate 0.39% among 300,000;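 active = B-score over 3 SD under the library average, no early fluorescence shift, positive overall ratio signal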
Target sequence (Q9QUQ5 whole entry, looked up): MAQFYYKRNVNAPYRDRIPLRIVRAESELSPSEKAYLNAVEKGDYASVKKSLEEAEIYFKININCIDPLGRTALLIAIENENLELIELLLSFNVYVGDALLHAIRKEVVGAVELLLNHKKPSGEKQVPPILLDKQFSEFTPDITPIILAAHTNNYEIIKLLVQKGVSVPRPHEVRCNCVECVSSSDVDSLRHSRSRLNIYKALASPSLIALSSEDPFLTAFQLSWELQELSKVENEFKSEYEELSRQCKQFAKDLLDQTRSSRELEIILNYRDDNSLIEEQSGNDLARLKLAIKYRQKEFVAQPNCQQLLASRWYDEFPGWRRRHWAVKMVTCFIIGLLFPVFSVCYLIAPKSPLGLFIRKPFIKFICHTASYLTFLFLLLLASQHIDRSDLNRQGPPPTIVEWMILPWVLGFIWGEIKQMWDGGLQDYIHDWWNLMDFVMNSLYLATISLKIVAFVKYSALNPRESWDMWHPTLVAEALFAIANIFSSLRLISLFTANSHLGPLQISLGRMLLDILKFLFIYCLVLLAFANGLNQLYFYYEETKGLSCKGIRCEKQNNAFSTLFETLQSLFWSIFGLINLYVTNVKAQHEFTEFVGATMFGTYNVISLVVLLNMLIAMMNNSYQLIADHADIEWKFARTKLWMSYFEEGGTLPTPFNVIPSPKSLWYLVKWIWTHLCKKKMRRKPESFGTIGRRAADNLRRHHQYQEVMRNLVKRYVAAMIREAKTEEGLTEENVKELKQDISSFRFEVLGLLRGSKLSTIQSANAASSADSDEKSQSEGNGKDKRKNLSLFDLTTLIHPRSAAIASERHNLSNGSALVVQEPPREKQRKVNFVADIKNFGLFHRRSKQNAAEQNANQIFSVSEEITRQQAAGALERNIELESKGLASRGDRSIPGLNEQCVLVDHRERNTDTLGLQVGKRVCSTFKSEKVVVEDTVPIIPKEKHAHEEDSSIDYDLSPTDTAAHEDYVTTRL
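test system = HEK293 cells with stable TRPC4beta plus mu-opioid receptor expression | detection = Fluo4 Ca2+ flux fluorescence | read-out = integrated fluorescence ratio relative to baseline, converted to per-well B score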
TRPC6 activator: activates the mouse TRPC6 cation channel; Q61143; HEK293-TRPC6 membrane potential dye fluorescence; hits give high values; B-score at 10 µM; hit rate 0.13% among 310,000;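 active = B-score of the integrated fluorescence ratio above library mean plus 3 SD, and starting fluorescence ratio within library mean plus 5 SD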;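 note: higher score means more depolarization so channel activation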
SKKanGAS inh: inhibitors of SKKanGAS S. pyogenes growth in kanamycin (SK-promoter or general growth effect) | BacTiter-Glo, 6 h | inhibition, % at 7.5 µM | hit rate 1.3% among 300,000 | AID 1662;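 active = mean replicate score, as percent of positive control median, at least 50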;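 note: strain carries kanamycin resistance gene driven by streptokinase promoter and grows in 40 µg/ml kanamycin; loss of luminescence reflects streptokinase promoter inhibition or plain growth inhibition; 0% = median of DMSO wells and 100% = positive control at its reference dose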
HIF act: HIF pathway transcriptional activation. U2OS HRE-luciferase reporter, luminescence; normalized: DMSO 0%, desferrioxamine 100%. hit rate 0.32% among 300,000. AID 1910. activation, % at 7.5 µM (by protocol);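 active = mean activation of at least 10% of the iron chelator positive control signal, with at least half of replicates also reaching 10%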
RGS4 block: human RGS4 inhibition. HEK293 M3R/RGS4 inducible, Fluo-4 calcium flux; hits give high values; triggered by carbachol at its EC20. P49798. hit rate 0.45% among 310,000. B-score at 10 µM;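 active = B-score, a plate-corrected calcium signal, over three deviations above library mean, with baseline fluorescence within five deviations of library mean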;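 note: RGS4 expression induced by doxycycline in cells with stable M3 receptor; B-score is computed from the integrated fluorescence ratio over baseline after carbachol; higher B-score means a larger calcium signal and so more RGS4 inhibition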
Numbers without * were called inactive; i = inactive; nt = no result given.

SMILES	MrgX1 antag	TRPC6 inhibitor	RGS4 pot	MrgX1 allo act	MrgX1 agonist	Platelet DG rel	TRPC4 inh	TRPC6 activator	SKKanGAS inh	HIF act	RGS4 block
COCc1cc(=O)[nH]c(Nc2nc(C)c3cc(OC)ccc3n2)n1	i	i	i	i	i	4	i	i	5	0.2	i
CC(=O)Nc1ccc(S(=O)(=O)NCCCN2CCN(Cc3ccccc3)CC2)cc1Cl	i	i	i	i	i	-2	i	i	0	-0.2	i
O=C(COC(=O)CNS(=O)(=O)c1c(Cl)cccc1Cl)Nc1cccnc1Cl	i	i	i	i	i	-11	i	i	-8	-0.4	i
COc1ccc(C(=O)COc2ccc3c(C)cc(=O)oc3c2)cc1	i	i	i	i	i	-3	i	i	-8	2.0	i
COc1ccc(/C=N/NC(=O)CC(=O)N/N=C/c2ccc(OC)cc2)cc1	i	i	i	i	i	2	i	i	18	0.0	i
O=C(Cn1cnc(S(=O)(=O)N2CCCCC2)c1)NCc1ccco1	i	i	i	i	i	10	i	i	-2	0.6	i
CCOc1ccc(S(=O)(=O)N(CC)CC)cc1NC(=O)CSCc1c(C)noc1C	i	i	i	i	i	-3	i	i	13	-43	i
O=C1CCC([N+](=O)[O-])C(c2cc(Br)ccc2F)N1 (centres undefined)	i	i	i	i	i	-4	i	i	4	-5.1	i
O=C1N=C(C=c2ccc(=Cc3[nH]c(=O)[nH]c3O)cc2)C(=O)N1	i	i	i	i	i	12	i	i	0	-25	i
CC(=O)N1CCN(c2ccc([N+](=O)[O-])cc2)CC1	i	i	i	i	i	-3	i	i	-13	-0.1	i
CN1CCN(CC(=O)C23CC4CC(CC(C4)C2)C3)CC1	i	i	i	i	i	0	i	i	1	-0.7	i
COc1ccc(Nc2nc(NCCO)nc(N3CCCC3)n2)cc1	-5.5*	i	i	i	i	0	i	i	-1	-0.2	i
Cc1ccc(-c2nnc(COc3cccc(-n4cnnn4)c3)o2)cc1	i	i	i	i	i	-7	i	i	-8	0.1	i
O=C(NCc1ccco1)c1ccc2c(c1)N(Cc1ccc(Cl)cc1)CCS2	i	i	i	i	i	1	i	i	26	0.0	i
OCCOCCn1c(C2CCCN2c2nc(-c3ccc(F)cc3)cs2)nc2cc(Cl)c(Cl)cc21 (centres undefined)	i	i	i	i	i	-2	i	i	33	0.2	i
COc1ccc(C)cc1NS(=O)(=O)c1ccc(-c2cnc(C3CC3)o2)cc1	i	i	i	i	i	14	i	i	5	0.4	i
O=C(CCCSc1nc2ccccc2s1)Nc1nccs1	i	i	i	i	i	-2	i	i	0	-0.1	i
CS(=O)(=O)N1c2cccc3cccc(c23)S1(=O)=O	i	i	i	i	i	-1	i	i	2	-2.6	i
Cc1ccc2c(c1)sc(-c1ccc(N(C)C)cc1)[n+]2C	-11*	-5.5*	i	i	i	7	i	i	1	4.9	i
O=C1c2ccccc2S(=O)(=O)c2cc(N3CCC(C(=O)N4CCCCC4)CC3)ccc21	i	i	i	i	i	-7	i	i	13	0.6	i
O=C(CCN1C(=O)c2ccccc2C1=O)NCc1cccc(Cl)c1	i	i	i	i	i	-31	i	i	-4	-1.9	i
CCOC(=O)/C(N=Nc1c(C)n(C)n(-c2ccccc2)c1=O)=C(\C)O	i	i	i	i	i	10	i	i	9	0.2	i
CC(=O)N1CCCc2cc(S(=O)(=O)N3CCCC(C(=O)N4CCN(c5ccccc5)CC4)C3)ccc21 (centres undefined)	i	i	i	i	i	1	i	i	-1	1.1	i
CS(=O)(=O)Nc1ccc(S(=O)(=O)N2CCOCC2)cc1	i	i	i	i	i	13	i	i	-2	-0.4	i
Cc1csc2c(N3CCC(C(=O)O)CC3)ncnc12	i	i	i	i	i	4	i	i	-2	0.0	i
C=CCn1c(SCC(C)=O)nnc1-c1cc(-c2ccccc2)sc1N	i	i	i	i	i	-4	i	i	4	1.8	i
C/C(Cl)=C\C[N+](C)(C)CC(=O)OCCc1ccccc1	i	i	i	i	i	22	i	i	10	-0.4	i
O=C(O)c1ccc(COc2ccccc2/C=C2\NC(=O)N(Cc3ccc(F)cc3)C2=O)cc1	i	i	i	i	i	-2	i	i	26	0.1	i
COc1ccc(CNC(=O)C(OC(=O)c2cccs2)C(C)C)cc1 (centres undefined)	i	i	i	i	i	1	i	i	-4	0.1	i
CN(C)S(=O)(=O)N1CCN(c2ccnc3cc(Cl)ccc23)CC1	i	i	i	i	i	-2	i	i	0	0.6	i
C/C=C(/C)C(=O)Nc1cccc(C2=NOC3(C2)C[C@@H](C(N)=O)N(C(=O)/C=C/CC)C3)c1 (some centres undefined)	i	i	i	i	i	0	nt	i	8	0.2	i
Cc1cc(C)n(NC(=S)NC2CCCC2)c(=O)c1C#N	i	i	i	i	i	-4	i	i	4	-0.6	i
COC(=O)c1ccccc1NS(=O)(=O)c1c(C)noc1C	i	i	i	i	i	-28	i	i	-4	-0.6	i
Cc1c(Cl)cccc1NC(=S)N1CCN(Cc2ccccc2)CC1	i	i	i	i	i	4	i	i	4	-0.5	i
Cc1ccc(NC(=O)CN2CCN(C)CC2)cc1S(=O)(=O)N1CCOCC1	i	i	i	i	i	-7	i	i	8	0.0	i
COc1cccc(NC(=O)CN2CCSc3ccccc32)c1	i	i	i	i	i	0	i	i	-2	3.2	i
Cc1cc(NC(=O)CCN2CCN(C)CC2)ccc1Br	i	i	i	i	i	2	i	i	3	0.6	i
Cc1ccc(S(=O)(=O)NCC(=O)N2CCCC2C(=O)O)cc1 (centres undefined)	i	i	i	i	i	-21	i	i	-4	-3.9	i
CCc1nnc(NC(=O)c2ccc(-c3cccc(C(F)(F)F)c3)o2)s1	i	i	i	i	i	13	i	i	1	-0.4	i
CCNc1cc(S(=O)(=O)C(F)(F)F)ccc1N	i	i	i	i	i	-16	i	i	-12	0.4	i
CCOC(=O)c1sc(NC(=O)c2ccc(CC)s2)nc1C	i	i	i	i	i	-1	i	i	2	2.9	i
CC(C)CCN1C(=O)c2ccc(C(=O)NCc3ccccn3)cc2C1=O	i	i	i	i	i	-4	i	i	-9	0.0	i
Cc1sc(N/N=C/c2cc([N+](=O)[O-])ccc2O)nc1-c1ccccc1	i	i	i	i	i	-5	i	i	1	0.2	i
Cc1ccc(C2C(C#N)=C(N)Oc3nc(-c4ccccc4)[nH]c32)o1 (centres undefined)	i	i	i	i	i	-1	i	i	18	0.1	i
CCc1nnc(SCC(=O)Nc2ccc(NC(C)=O)cc2)n1-n1cccc1	i	i	i	i	i	6	i	i	3	0.1	i
CCN(c1ccc(OC)cc1)S(=O)(=O)c1nnc(NC(=O)c2ccccc2Cl)s1	i	i	i	i	i	0	i	i	50*	0.0	i
COc1cccc(C(=O)C2=NN(C(C)=O)CC2c2ccco2)c1 (centres undefined)	i	i	i	i	i	3	i	i	2	-0.7	i
COc1cc2c(cc1OC)C(c1ccccc1Cl)N(C)CC2 (centres undefined)	i	i	i	i	i	1	i	i	-2	-0.2	i
Cc1ccc(S(=O)(=O)N2CCN(C(=O)c3ccc4c(c3)OCO4)CC2)cc1	i	i	i	i	i	-3	i	i	1	-0.3	i
COc1ccc(CNC(=O)Cc2cccs2)cc1OC	i	i	i	i	i	-8	i	i	2	2.1	i
Cn1c(-c2ccccc2)cnc1SCc1nc2ccccc2c(=O)[nH]1	i	i	i	i	i	-10	i	i	12	1.8	i
CC1CCc2c(C(=O)Nc3ccccn3)csc2C1 (centres undefined)	i	i	i	8.3*	i	0	i	i	8	nt	i
CC(=O)Nc1ccc(NC(=O)COC(=O)c2cc(S(=O)(=O)N(C)C)ccc2N2CCCC2)cc1	i	i	i	i	i	-4	i	i	-4	-8.3	i
COCC(C)NC(=O)C1CC(c2cccc(Br)c2)=NO1 (centres undefined)	i	i	i	i	i	0	i	i	-5	-0.4	i
COc1ccc(C(=O)N2CCCC(CCC(=O)NCc3ccccc3F)C2)c(OC)n1 (centres undefined)	i	i	i	i	i	-7	i	i	-5	-0.2	i
O=C(CSc1nc(O)cc(=O)n1-c1ccccc1)NCc1ccccc1	i	i	i	i	i	-12	i	i	9	-0.2	i
CCOc1ccccc1-n1c(CNc2ccc(F)cc2)nnc1SCC(=O)NCc1ccco1	i	i	i	i	i	-7	i	i	-1	-0.3	i
CC1(C)CC(=O)C2=C(C1)Nc1ccccc1NC2c1cccc(F)c1 (centres undefined)	i	i	i	i	i	-10	i	i	-3	-27	i
Cc1ccnc(NS(=O)(=O)c2ccc(NC(=O)c3ccc(Cl)cc3[N+](=O)[O-])cc2)n1	i	i	i	i	i	4	i	i	4	-0.4	i
COc1ccc(N2CCN(C(CNC(=O)C(=O)NCC(OC)OC)c3ccco3)CC2)cc1 (centres undefined)	i	i	i	i	i	-17	i	i	3	-0.5	i

2 entries drawn at random from those above, as already listed:
SMILES	MrgX1 antag	TRPC6 inhibitor	RGS4 pot	MrgX1 allo act	MrgX1 agonist	Platelet DG rel	TRPC4 inh	TRPC6 activator	SKKanGAS inh	HIF act	RGS4 block
COCC(C)NC(=O)C1CC(c2cccc(Br)c2)=NO1 (centres undefined)	i	i	i	i	i	0	i	i	-5	-0.4	i
Cn1c(-c2ccccc2)cnc1SCc1nc2ccccc2c(=O)[nH]1	i	i	i	i	i	-10	i	i	12	1.8	i

Going on with the list.
SMILES	MrgX1 antag	TRPC6 inhibitor	RGS4 pot	MrgX1 allo act	MrgX1 agonist	Platelet DG rel	TRPC4 inh	TRPC6 activator	SKKanGAS inh	HIF act	RGS4 block
COc1ccc(CNC(=O)COC(=O)/C=C/c2cccc(Br)c2)cc1	i	i	i	i	i	8	i	i	-1	-0.2	i
Cc1ccc(CN(c2ccc(C(=O)NCc3ccc4c(c3)OCO4)cc2)S(C)(=O)=O)cc1	i	i	i	i	i	-1	i	i	2	-0.2	i
CCCCN1C(C(=O)Nc2ncccn2)=C(O)c2ccccc2S1(=O)=O	i	i	i	i	i	10	i	i	-2	-1.9	i
COCC(=O)OCC(=O)Nc1ccccc1-c1ccccc1	i	i	i	i	i	15	i	i	-5	0.0	i
C=C(C)CN(CC)c1nc(N)c2c(N)nc3c(c2c1C#N)CC(=O)N3C12CC3CC(CC(C3)C1)C2	i	i	i	i	i	8	i	i	28	-0.3	i
CCc1[nH]nc2c1C(c1ccsc1)C(C#N)=C(N)O2 (centres undefined)	i	i	i	i	i	-1	i	i	-1	-0.1	i
Cc1cc([N+](=O)[O-])nn1CC(=O)N1N=C(C(F)F)CC1(O)C(F)F (centres undefined)	i	i	i	i	i	-11	i	i	-5	-0.6	i
Cc1nc(C/C(=N\Nc2ccccc2)c2ccc(O)cc2O)cs1	i	i	i	i	i	29	i	i	-4	2.1	i
